S aureus QS inh – inhibitors of bacterial quorum sensing in S. aureus; AID 527; S. aureus RN6390 RNAIII-GFP reporter, AIP-induced, flow cytometry 3 h; actives 0.3% (n = 24,000); inhibition, % at 2 µM;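 active = share of bacteria positive for the green fluorescent reporter and its mean brightness both inhibited by 50% or more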;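 note: 0% = AIP-stimulated control and 100% = unstimulated bacteria without AIP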
S aureus QS inh GFP MFI % – further read-out of S aureus QS inh, marked with its call; inhibition, %; measured here: inhibition of GFP MFI
* marks the source's active call; other numbers are inactive results; & = joins results of further samples.

SMILES | S aureus QS inh | S aureus QS inh GFP MFI %
CCCS(=O)(=O)N1CCCC(C(=O)NC2CCCC(C)C2C)C1 (stereo not given) | 1 | 10
Cc1ccc(Cl)cc1NC(=O)CCn1cccc1 | -1 | -14
CCOC(=O)c1c(C)oc2ccc(OCC(=O)N(CC)CC)cc12 | 1 | 6
CCOC(=O)CN1CC23C=CC(O2)C(C(=O)Nc2ccc(F)c(C)c2)C3C1=O (stereo not given) | 10 | 63
N#Cc1ccccc1NC(=O)COC(=O)c1ccc2c(c1)OCCO2 | 0 | -10
Cc1ccc(S(=O)(=O)NCc2ccc(C(=O)N3CCN(c4ccccn4)CC3)cc2)cc1 | -7 | -13
CC(C)=CC(=O)OCC(=O)NC(=O)NC(C)(C)C | -1 | -1
CCOC(=O)c1c(C)c(C(=O)Nc2ccc3c(c2)OCCO3)c(C)n1C | 3 | -3
C=CCc1ccccc1OCC(O)CN1CCN(c2ccc(OC)cc2)CC1 (stereo not given) | 4 | 8
N#CCCN(C(=O)Nc1ccc(Cl)cc1)c1ccccc1 | 0 | 2
COc1ccc2c(c1OC)C(=O)OC2C1c2c(cc3c(c2OC)OCO3)CCN1C (stereo not given) | -1&-2 | -14&-4
O=C(NCCCn1ccnc1)c1cnn2c1NC(c1ccccc1)CC2C(F)(F)F (stereo not given) | 0 | -11
COc1cc(-c2nc3n(n2)C(c2ccncc2)C(C(N)=O)=C(C)N3)cc(OC)c1OC (stereo not given) | -2 | -5
COc1ccc(OC(C)C(=O)N2CCN(c3ccccn3)CC2)cc1 (stereo not given) | -1 | 1
Cc1cccc(Cn2c(=O)n(Cc3ccco3)c(=O)c3ccccc32)c1 | 2 | 18
CCOC(=O)c1c(C)c(C(=O)NCCN2CCOCC2)c(C)n1C | -1 | 0
Cc1[nH]nc2c1C(=O)CC(C)(C)C2 | 0 | 5
Cc1ccc(Cn2c(SCC(C)C)nc3c2c(=O)n(C)c(=O)n3C)cc1 | 0 | -32
CCCn1c(SCC(=O)NCCc2ccccc2)nnc1-c1ccccn1 | 0 | -44
COc1ccc(-c2nc(CSCC(=O)NCC3CCCO3)c(C)o2)cc1OC (stereo not given) | 2 | 12
COc1cccc(-c2nc(CS(=O)(=O)CC(=O)NCCC(C)C)c(C)o2)c1 | -2 | -14
CCOC(=O)C1=C(c2ccccc2)N(C)C(=O)NC1c1ccc(OC(F)F)c(OC)c1 (stereo not given) | -3 | -12
CC1(C)CC(=O)CC(C)(C)N1OC(=O)c1ccccn1 | 3 | -3
CC1CCCCC1NC(=O)C1CCN(C(=O)c2sccc2-n2cccc2)CC1 (stereo not given) | 1 | 7
CCOCCCNS(=O)(=O)c1ccc2c(c1)oc(=O)n2CC(=O)OCC | -1 | -2

(listing goes on)
SMILES | S aureus QS inh | S aureus QS inh GFP MFI %
CC(=O)c1ccc(NC2OC(C)C(O)C(O)C2O)cc1 (stereo not given) | 0 | -3
O=C(CSc1nnc(Cn2cnc3ccccc32)o1)c1ccccc1 | 0 | 7
COCc1nnc(NC(=O)CCCOc2ccccc2)s1 | 2 | 7
Cc1oc(-c2cc(Cl)ccc2Cl)cc1-c1nn2c(C)nnc2s1 | 0 | 8
Cc1cc(C)c(C#N)c(Oc2ccc(O)cc2)n1 | -1 | 6
COc1ccc(-c2noc(CN(C(=O)C(C)(C)C)C(C)C)n2)cc1 | 0 | -5
Cc1ccsc1C1C=C(c2cccc(Br)c2)Nc2ncnn21 (stereo not given) | 4 | -1
CC(=O)Oc1cccc2c1C(=O)c1c(OC(C)=O)cc(C(=O)O)cc1C2=O | 0 | 17
COc1ccc2[nH]c(=O)c(CN(CCN3CCCC3)C(=O)Nc3ccccc3Cl)cc2c1 | -2 | -7
Cc1nn(C)c(C)c1S(=O)(=O)N1CCC(C(=O)Nc2ccc3c(c2)OCCO3)CC1 | -1 | 1
CCOc1ccc(C2CC(c3ccc(CC)cc3)n3nc(N)nc3N2)cc1 (stereo not given) | -2 | -4
COc1ccc(N2C(=O)CC(N3CCN(c4ccc(C(=O)c5cccnc5)cc4)CC3)C2=O)cc1 (stereo not given) | -2 | -9
CCCCCn1c(CCNC(=O)c2cccs2)nc2ccccc21 | 2 | 20
CCCN(Cc1cc2cc(C)ccc2[nH]c1=O)C(=O)c1cccc(OC)c1 | -1 | -4
CCOc1ccc(NC(=O)CN(C)S(=O)(=O)c2cccs2)cc1 | 1 | 14
O=c1c2c(nc3c(-c4cccc(Br)c4)c[nH]n13)CCCC2 | 2 | 15
CCCOc1ccc(C(=O)Nc2cc(-c3nn4c(C)nnc4s3)ccc2C)cc1 | -4 | -8
O=C(Nc1cccc(C(F)(F)F)c1)C1CCN(S(=O)(=O)c2cnc[nH]2)CC1 | -9 | -11
CCn1c(=O)cc(OCC(=O)N(C)c2ccccc2F)c2ccccc21 | -7 | -16
CC(C(=O)Nc1ccc(N2CCOCC2)cc1)N1C(=O)c2ccccc2C1=O (stereo not given) | 2 | 12
O=C(NCCc1ccc(Cl)cc1)C1CCCN(S(=O)(=O)c2cnc[nH]2)C1 (stereo not given) | 0 | 15
O=C(O)c1cc(O)c2c(c1)C(=O)c1cccc(O)c1C2=O | -4 | -15
O=C(O)C1CC=CCC1C(=O)NCc1ccccc1 (stereo not given) | -6 | -70
Cc1ccc(C2CC(c3cccc(C)c3)n3nc(N)nc3N2)cc1 (stereo not given) | 0 | 5
CN1CCN(CCCNc2nc3ccccc3c3nc(-c4ccccc4)nn23)CC1 | 0 | 24

Ordered by molar mass (largest number first): some entries from above.
SMILES | S aureus QS inh | S aureus QS inh GFP MFI %
COc1ccc(N2C(=O)CC(N3CCN(c4ccc(C(=O)c5cccnc5)cc4)CC3)C2=O)cc1 (stereo not given) | -2 | -9
CCCOc1ccc(C(=O)Nc2cc(-c3nn4c(C)nnc4s3)ccc2C)cc1 | -4 | -8
CC(C(=O)Nc1ccc(N2CCOCC2)cc1)N1C(=O)c2ccccc2C1=O (stereo not given) | 2 | 12
Cc1ccsc1C1C=C(c2cccc(Br)c2)Nc2ncnn21 (stereo not given) | 4 | -1
Cc1oc(-c2cc(Cl)ccc2Cl)cc1-c1nn2c(C)nnc2s1 | 0 | 8
CCCN(Cc1cc2cc(C)ccc2[nH]c1=O)C(=O)c1cccc(OC)c1 | -1 | -4
CCOc1ccc(NC(=O)CN(C)S(=O)(=O)c2cccs2)cc1 | 1 | 14
O=C(CSc1nnc(Cn2cnc3ccccc32)o1)c1ccccc1 | 0 | 7
O=c1c2c(nc3c(-c4cccc(Br)c4)c[nH]n13)CCCC2 | 2 | 15
CCCCCn1c(CCNC(=O)c2cccs2)nc2ccccc21 | 2 | 20
Cc1ccc(C2CC(c3cccc(C)c3)n3nc(N)nc3N2)cc1 (stereo not given) | 0 | 5
COCc1nnc(NC(=O)CCCOc2ccccc2)s1 | 2 | 7
O=C(O)C1CC=CCC1C(=O)NCc1ccccc1 (stereo not given) | -6 | -70
Cc1cc(C)c(C#N)c(Oc2ccc(O)cc2)n1 | -1 | 6

(list continues)
SMILES | S aureus QS inh | S aureus QS inh GFP MFI %
O=C(CS(=O)(=O)Cc1ccccc1)Nc1nc2ccccc2s1 | 16 | 18
CC(=O)N1CCc2cc(S(=O)(=O)NC(CC(C)C)C(=O)Nc3ccc4c(c3)OCCO4)ccc21 (stereo not given) | -1 | -4
O=C(CCOc1ccccc1)NCc1ccccc1 | 2 | 8
COc1ccc(CCNC(=O)c2cnccn2)cc1 | 2 | 9
Cc1ccsc1C1C2=C(CCCC2=O)Nc2ncnn21 (stereo not given) | 0 | 4
Cc1nn(Cc2ccc(Cl)c(Cl)c2)c(C)c1NC(=O)c1cc(CC(C)C)on1 | 9 | 10
Cc1cccc(NC(=O)CC2SC(=NC3CCCCC3)NC2=O)c1 (stereo not given) | -4 | -17
O=C(Nn1cnc2ccccc2c1=O)c1ccc(F)cc1Cl | -3 | -3
CCOc1ccccc1N(CC(=O)NC1CCCC1)C(=O)CCCC(=O)Nc1ccccn1 | -1 | -3
CN(C)c1ccc(NC(=O)Cn2ncn3c(cc4ccccc43)c2=O)cc1 | -3 | -10
CC1CCN(C(C(=O)Nc2ccc3c(c2)OCO3)c2ccccc2)CC1 (stereo not given) | 15 | 40
CCCCOC(=O)Cn1c(=O)oc2ccc(C)cc21 | 0 | -1
O=S(c1ccsc1)c1ccsc1 | 0 | 23
CCN(CC)C(=O)C1=C(C)NC(=O)NC1c1c(F)cccc1Cl (stereo not given) | -1 | -12
CC(=O)Nc1ccc(S(=O)(=O)NCC(C)NS(=O)(=O)c2ccc(NC(C)=O)cc2)cc1 (stereo not given) | -1 | -4
O=C(C1CCN(S(=O)(=O)c2cccc3nsnc23)CC1)N1CCc2ccccc2C1 | 0 | 13
O=C(Cn1cnc2c(oc3ccccc32)c1=O)N1CCN(c2ccccc2)CC1 | -3 | -6
O=C1CN(C(=O)COC(=O)C23CC4CC(CC(O)(C4)C2)C3)c2ccccc2N1 | -2 | -2
CCn1nnc(NC(=O)c2ccc(-c3ccc(Cl)cc3)o2)n1 | 4 | 25
COc1ccc(/C=C/C(=O)c2ccc(O)cc2)cc1COc1ccc(F)cc1 | -1 | 5
O=C(OCCN=C1NS(=O)(=O)c2ccccc21)C1CC(=O)N(c2ccc(Cl)cc2)C1 (stereo not given) | 0 | 4
O=C(CNS(=O)(=O)c1ccc(Br)s1)N1CCC(N2CCCCC2)CC1 | 2 | -2
COc1ccc(CCNC(=O)CSC2=Nc3ccccc3C3=NC(C(C)C)C(=O)N23)cc1OC (stereo not given) | -1 | -22
CCOc1ccc(C(F)(F)F)cc1NC(C)=O | -3 | -16
COCCn1c(=N)c(C(=O)NCCc2ccccc2)cc2c(=O)n3cccc(C)c3nc21 | 0 | 2

The list continues.
SMILES | S aureus QS inh | S aureus QS inh GFP MFI %
CCOC(=O)C1CCN(c2c(NCc3ccc(C(=O)NCCC(C)C)cc3)c(=O)c2=O)CC1 | -3 | -3
CCOC(=O)c1[nH]c(C)c(C(=O)N2CCOCC2)c1C | 1 | 0
Cn1c(NC(=O)c2ccccc2NC(=O)C(C)(C)C)nc2ccccc21 | 1 | 2
COc1ccc(OC)c(C2N(c3ccc(Cl)cc3)C(=O)C3CCCN32)c1 (stereo not given) | 5 | 14
O=C(CSc1nc2c(cnn2-c2ccc(F)cc2)c(=O)[nH]1)N1CCCc2ccccc21 | 5 | 10
CCOC(=O)CSc1nc2ccccc2c(=O)n1CCN1CCOCC1 | 2 | 11
Cc1ccc(S(=O)(=O)NCCSc2nnnn2-c2ccc(C(N)=O)cc2)cc1 | -1 | -2
O=C(NCC1CCCO1)NC1(C(F)(F)F)Oc2ccccc2O1 (stereo not given) | 0 | -30
O=C(c1ncn[nH]1)N1CCN(c2nc(-c3ccccc3)cs2)CC1 | 5 | 0
Cc1ccc(NC(=O)c2cc(-c3ccco3)on2)cc1C | 4 | 18
COc1ccc(NC(C)=O)cc1NC(=O)CN1CCN(S(=O)(=O)c2ccc(C(C)C)cc2)CC1 | -10 | -17
COC(=O)c1ccccc1S(=O)(=O)N(CCCO)Cc1cc2c(C)ccc(C)c2[nH]c1=O | 0 | 0
CCn1cc(C2=NOC(C(=O)Nc3c(C)nn(Cc4ccc(F)cc4)c3C)C2)c(C)n1 (stereo not given) | -4 | -25
COC(=O)c1cn(NC(=O)c2ccncc2)c(=O)c2ccccc12 | -2 | -6
CCN(CCCNC(=O)CCn1c(=O)[nH]c2ccccc2c1=O)c1ccccc1 | 14 | 37
COc1ccc(N2CCN(Cc3nc(-c4ccc(Cl)cc4Cl)no3)CC2)cc1 | -20 | -115
CC(NC(=O)C1CCCN(S(=O)(=O)c2cnc[nH]2)C1)c1ccccc1 (stereo not given) | 2 | 18
O=C(c1csc2c1CCCC2)N1CCN(c2ccccc2)CC1 | 4 | 6
Clc1cccc(Nc2c3c(nc4ncnn24)CCC3)c1 | -4 | -15
Cn1c(=O)cc(OCC(=O)Nc2ccccn2)c2ccccc21 | 0 | -36
O=C(NC1CCN(Cc2ccccc2)CC1)C1CCCN(c2nnc(-n3cccc3)s2)C1 (stereo not given) | 1 | 10
O=C(O)c1ccc(CSc2nc3ccccc3o2)cc1 | -4 | -15
O=C(C1CCCO1)N(c1cccc(Cl)c1)C1C=CS(=O)(=O)C1 (stereo not given) | -2 | -24
CN(Cc1ccccc1)C(=O)CNC(=O)Cn1cnc2ccccc2c1=O | -1 | -17
CCOC(=O)C1CCN(C(=O)c2ccc(Cl)c(Cl)c2)CC1 | 0 | 14

Other entries:
SMILES | S aureus QS inh | S aureus QS inh GFP MFI %
O=C(c1ccc(Br)o1)N1CCN=C1SCc1cccc(F)c1 | -1 | -14
COc1cc(OC)cc(-c2cc(NC(C)=O)n[nH]2)c1 | 1 | 9
CC(=O)c1c(NCCc2ccccc2)cc(C)oc1=O | 0 | 1
O=C(Nc1ccc(CN2CCOCC2)cc1)c1cc2ccccc2oc1=O | 0 | 13
CCCCN(CC)CCCNC(=O)CC1Nc2ccccc2NC1=O (stereo not given) | 6 | 19
Cn1c(=O)cc(SCC(=O)N2CCN(C(=O)c3ccco3)CC2)c2ccccc21 | -7 | -8
O=C(CC1Sc2ncnn2C1=O)Nc1ccc(Br)cc1 (stereo not given) | -8 | -19
CCOC(=O)CSc1nnc(CNC(=O)c2cccc(C)c2)n1-c1ccccc1OC | -4 | -21
CCOC(=O)CSc1nnc(Cn2c(=O)sc3ccccc32)n1C | -3 | -35
O=C(c1cnn2c(C(F)(F)F)cc(-c3ccco3)nc12)N1CCc2ccccc2C1 | 6 | 13
COc1ccc(OC)c(NC(=O)CSc2nnc(-c3ccco3)n2-c2ccccc2)c1 | 1 | 6
Cc1nc2sc(C(c3ccccc3)N3CC(C)OC(C)C3)c(O)n2n1 (stereo not given) | -1 | -1
C=C(Cl)COc1ccc2c(C)cc(=O)oc2c1 | 4 | 11
OC(CN1C2=NCCCN2c2ccccc21)c1ccc(Cl)cc1 (stereo not given) | 11 | 21
COCCN1Cc2cccc(C(=O)Nc3ccc(S(=O)(=O)N4CCCCC4)cc3)c2C1=O | 12 | 21

Screens deposited in PubChem BioAssay by NMMLSC.

A portion of the library; the hit share may differ from the screen's.
